# Screening data (PubChem)
# ELG1 genotox = inducers of genotoxicity in HEK293T ELG1-luciferase cells; hit rate 1.3% among 330,000; HEK293T ELG1-luciferase reporter, luminescence, 16 h; Potency, µM (top dose mostly 46 µM), for the others: top-dose activity change, positive = activation, usual class: activators; also: % of control where 0% means no effect; nearly all actives have a fitted effect of over 60% in size
#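 Reporter readout depends on ELG1 protein level, which increases with genetic stress. After 16 hr compound exposure at 37 °C, luciferase activity was quantified using ONE-Glo.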
# p53 reactivator = restores transcriptional activity of mutant p53 | H1299 p53-A138V BP100-luciferase reporter, luminescence, 24 h | Potency, µM (top dose mostly 92.2 µM), for inactives: top-dose activity change, positive = activation, usual class: activators | hit rate 0.063% among 320,000 | AID 504706; also: % of control where 0% means no effect; nearly all actives have a fitted effect of over 45% in size
#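 p53-null H1299 cells stably carrying temperature-sensitive p53-A138V and a BP100-luciferase reporter were pinned with compounds (4-point, 1:5 series) and held 24 hrs at 37 deg C. Luminescence was read 10 min after detection reagent.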
# RORgamma inh = inhibitors of mouse ROR gamma transcriptional activity. hit rate 5.4% among 310,000. Potency, µM (top dose mostly 53.6 µM), without a hit: top-dose activity change, negative = inhibition, actives largely listed as inhibitors. Drosophila S2 Gal4-RORgamma UAS-luciferase reporter, 20 h. P51450; also: % is scaled to controls: 0 for no effect and ±100 for the full control effect; nearly all actives have a fitted effect of over 60% in size
#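 Schneider cells (Drosophila), stable Gal4 DBD–ROR gamma + UAS-luc; 1 hr cmpd preincubation; Cu2+ induction 700 uM final; 20 hr ambient; luminescence.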
# FLuc counter = inhibits or activates purified firefly luciferase, miR-21 counter-screen; hit rate 6.9% among 360,000; purified FLuc, Km substrates, luminescence inhibition; Potency, µM (highest dose often 57.5 µM), inactives show top-dose activity change, negative = inhibition, actives largely listed as inhibitors;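 also: plate controls were vehicle for no effect and reference inhibitor for full effect; nearly all actives have a fitted effect of over 55% in size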
# Target sequence (P08659 whole entry, looked up): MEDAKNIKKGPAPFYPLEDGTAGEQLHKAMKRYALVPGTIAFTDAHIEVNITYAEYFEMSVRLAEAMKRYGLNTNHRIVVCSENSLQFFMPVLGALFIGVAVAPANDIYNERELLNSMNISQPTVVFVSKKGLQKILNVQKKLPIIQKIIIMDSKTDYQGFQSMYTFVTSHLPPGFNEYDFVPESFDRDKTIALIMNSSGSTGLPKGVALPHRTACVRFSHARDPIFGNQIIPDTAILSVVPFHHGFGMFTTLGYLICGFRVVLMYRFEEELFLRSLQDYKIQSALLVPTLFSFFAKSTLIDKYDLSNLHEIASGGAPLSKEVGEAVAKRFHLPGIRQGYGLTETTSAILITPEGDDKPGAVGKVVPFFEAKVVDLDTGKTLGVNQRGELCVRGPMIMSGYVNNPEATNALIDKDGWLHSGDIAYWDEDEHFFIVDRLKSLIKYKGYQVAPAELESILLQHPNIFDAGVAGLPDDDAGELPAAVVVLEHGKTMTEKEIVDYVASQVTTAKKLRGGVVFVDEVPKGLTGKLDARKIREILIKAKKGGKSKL
#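 Biochemical qHTS of compounds, final roughly 60 µM downward over six points, against 10 nM purified firefly luciferase using Km concentrations of substrates (10 uM D-luciferin, 10 uM ATP) in Tris acetate pH 7.5 buffer; luminescence output.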
# VP16 counter = Gal4-VP16 reporter inhibition counter-screen | Drosophila S2 Gal4-VP16 UAS-luciferase, luminescence, 20 h | Potency, µM (highest dose often 53.6 µM), for the others: top-dose activity, negative = inhibition, usual class: inhibitors | AID 2546 | hit rate 3.5% among 310,000;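 also: Gal4-VP16 expression switched on by copper sulfate through the metallothionein promoter; % is scaled to controls: 0 for no effect and ±100 for the full control effect; nearly all actives have a fitted effect of over 50% in size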
# NPC1 prom act = activates the NPC1 promoter. AID 485313. Huh7 NPC1 promoter luciferase reporter, 24 h. Potency, µM (titrated, usually from 9.22 µM), without a hit: at the highest dose activation, usual class: activators. hit rate 2.4% among 320,000;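 also: % of control where 0% means no effect; nearly all actives have a fitted effect of over 60% in size; reporter is driven by a mutant NPC1 promoter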
#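 Luminescence read-out of NPC1 promoter-driven luciferase in stably transfected Huh7 cells; compounds delivered in DMSO and left 24 h at 37C, 5% CO2, qHTS titration format.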
# BRCA1 expr up = increases BRCA1 expression. hit rate 1.1% among 380,000. Potency, µM (titrated, usually from 46.1 µM), inactives show at the highest dose activation, actives largely listed as activators. AID 624202. MCF7-BRCA1-FFLuc reporter, luminescence, 48 h; response scale: scaled: vehicle 0%, 10 µM genistein 100%; also: nearly all actives have a fitted effect of over 80% in size; some results filed as inactive show a strong effect at the top dose
#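 Compounds are tested at multiple concentrations on MCF7 BRCA1-luciferase reporter cells seeded at 2000 per well; after 48 h, a single luminescence end-point is taken and curves fitted to the normalized data.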
# Rab9 promoter act = activates the Rab9 promoter; Huh7 Rab9 promoter-luciferase reporter, luminescence, 24 h; Potency, µM (doses to about 9.22 µM), for the others: at the highest dose activation, negative = inhibition, hits mostly activators; hit rate 2.8% among 320,000; AID 485297; also: % of control where 0% means no effect; nearly all actives have a fitted effect of over 60% in size
#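 Luminescence from Amplite-detected luciferase (10 minutes, ambient) reports Rab9 promoter activation. Before that, stable Rab9-luciferase Huh7 cells (1500/well, reduced-serum OP-MEM I plus 10% FBS) were exposed to compound for 24 hours at 37C.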
# uPA surface inh = inhibitors of cell surface uPA generation. cell surface uPA generation assay, qHTS. Potency, µM (highest dose often 38.3 µM), without a hit: at the highest dose activity change, negative = inhibition, hits mostly inhibitors. hit rate 0.31% among 330,000. AID 540303; active = well fitted inhibition curve with a large enough effect; inconclusive = small, poorly fitted or top-dose-only effect; inactive = no such curve, though single readings can be large or run the other way; tested in mouse RAW 264.7 cells; also: % is scaled to controls: 0 for no effect and ±100 for the full control effect; nearly all actives have a fitted effect of over 55% in size
# MBNL1-CUG inh = MBNL1-poly(CUG) RNA binding inhibition. Q9NR56. TR-FRET MBNL1-His/biotin-(CUG)12 binding, 665/545 ratio. Potency, µM (doses to about 57.5 µM), inactives show top-dose activity change, negative = inhibition, most hits filed as inhibitors. hit rate 0.036% among 280,000. AID 2675; active = well fitted inhibition curve with a large enough effect in the signal ratio, with a control signal flat, not every such curve was filed as active; inconclusive = small, poorly fitted or top-dose-only effect, or effect the other way, or a change in a side signal; inactive = no such curve, though single readings can be large or run the other way; the % refers to the signal ratio; also: % is scaled to controls: 0 for no effect and ±100 for the full control effect
# Target sequence (Q9NR56 whole entry, looked up): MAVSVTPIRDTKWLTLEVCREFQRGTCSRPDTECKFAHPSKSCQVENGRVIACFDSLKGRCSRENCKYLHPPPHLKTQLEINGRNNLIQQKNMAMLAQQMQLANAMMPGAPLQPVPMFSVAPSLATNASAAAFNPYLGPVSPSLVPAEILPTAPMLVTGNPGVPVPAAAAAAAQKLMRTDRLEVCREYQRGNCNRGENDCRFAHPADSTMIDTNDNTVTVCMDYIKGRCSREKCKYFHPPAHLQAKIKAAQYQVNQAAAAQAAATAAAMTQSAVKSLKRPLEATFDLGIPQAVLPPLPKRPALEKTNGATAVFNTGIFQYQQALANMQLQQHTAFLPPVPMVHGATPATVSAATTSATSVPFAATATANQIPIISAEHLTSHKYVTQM
#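 Compound titration spanned 92 nM–58 uM against the MBNL1-His/biotin-(CUG)12 complex. After 60 min at room temperature with 5 nM streptavidin-XL665 and 0.055 ng/ul terbium anti-His, ratiometric 665/545 nm emission (Ex 340 nm) normalized to controls.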
# * = called active by the depositor; ? = inconclusive; · = not tested or not shown; [ ] = remark or other dose. Unless noted, calls follow the shape of the dose curve; as a rule, active = well fitted curve in the direction sought with a large enough effect; inconclusive = small, poorly fitted or top-dose-only effect, or another doubt; inactive = no such curve, though single readings can be large; an effect the other way counts as inactive or inconclusive. Potency is read from the fitted curve at half-maximal effect.
# Below each SMILES: ELG1 genotox | p53 reactivator | RORgamma inh | FLuc counter | VP16 counter | NPC1 prom act | BRCA1 expr up | Rab9 promoter act | uPA surface inh | MBNL1-CUG inh
- COc1ccccc1CNC(=O)C1CCCN(S(=O)(=O)c2cccs2)C1 (stereo not drawn)
  0% | 0% | 19% | 0% | -7% | -3% | -7% | 0% | 3% | -4%
- CN(C)CC(C)(C)CNC(=O)C1CCN(Cc2ccccc2O)CC1
  -4% | -8% | 8% | 3% | -11% | -2% | -15% | 3% | 8% | 0%
- C=CC[C@@H](Cc1ccc(F)cc1)C(=O)OC[C@@H]1CCCN1C(=O)[C@H](CC=C)CC(=O)NCCO
  -1% | 0% | · | · | · | · | -8% | · | 0% | ·
- O=C1COC(c2ccccc2)=CN1Cc1ccccc1
  0% | -4% | · | 3% | · | 2% | 2% | -1% | -1% | ·
- COc1ccc2[nH]cc(C(=O)CCl)c2c1
  -14% | -17% | 7.9µM* | -2% | 6.3µM* | -28% | -67% | -36%[inhibitor] | ? | -3%
- COc1ccc(CNC(=O)CSc2nnc(NC(=O)C3CC3)s2)cc1
  1% | -4% | 6% | 1% | -1% | -4% | 3% | 2% | 4% | 1%
- Clc1ccc(-n2nnnc2CN2CCOCC2)cc1Cl
  -5% | 1% | 0% | 2% | 2% | -1% | -14% | -1% | 2% | ·
- Cn1c2ccccc2c2cc([N+](=O)[O-])ccc21
  0% | -1% | -10% | -13% | -7% | -3% | -13% | 0% | 2% | 34%[activator]
- O=C(CCN1CCCCC1)N/N=C/c1ccc(Br)cc1
  0% | -4% | 4% | 3% | 1% | 1% | 10% | -5% | 2% | ?
- CN1CCN(S(=O)(=O)c2ccccc2)C(c2ccccc2)C1 (stereo not drawn)
  -3% | -2% | · | · | · | · | 2% | · | -4% | ·
- CCCCc1c(C)nc2ccc(Br)cc2c1SC(N)N
  -1% | 0% | 9% | -1% | 2% | -1% | 4% | -4% | 14% | -3%
- Cc1nc(NC(=O)c2cccnc2)ccc1Br
  ? | 30% | 45% | -18% | 15% | 16% | 56% | 23% | 1% | 2%
- CN1CCN(CC(=O)N/N=C/c2ccc(F)c(F)c2)CC1
  2% | 3% | -13% | 3% | -3% | -1% | -16% | 1% | -3% | -6%
- Cc1ccc(S(=O)(=O)ON=C2CCN(S(=O)(=O)c3ccccc3)CC2)cc1
  0% | 3% | -8% | 1% | ? | -1% | 4% | 3% | 1% | 2%
- Cn1c(=O)c2c(nc(Sc3ncnn3CC(=O)NC(C)(C)C)n2C)n(C)c1=O
  -6% | -2% | 0% | -3% | 2% | -4% | 15% | -9% | 3% | -7%
- C/C(=N/NC(=O)CNC(=O)c1ccc2c(c1)OCO2)c1ccc2c(c1)CCCC2
  -4% | 1% | ? | ? | -2% | 0% | -18% | 3% | 6% | -3%
- CSCc1cc(N2CCOCC2)nc(SCc2ccc(Cl)c(Cl)c2)n1
  -1% | -27% | ? | 0% | ? | 1% | -16% | -1% | 13% | -4%
- CCCn1ncc(CN2CCC(N3CCC(C(=O)N4CCOCC4)CC3)CC2)c1C
  0% | 3% | 3% | -2% | 5% | -5% | -1% | -1% | 3% | -5%
- CCOC(=O)C1=C(O)CSC1=Nc1cccc2ccccc12
  -1% | 7% | 0% | -7% | -3% | 0% | -36% | -1% | 1% | -18%
- COc1ccc(-c2cc(=O)c3c(OC)c(OC)c(OC)c(OC)c3o2)cc1
  · | · | 44% | · | 14% | · | -20% | · | 3% | ·
- CC(C)NC(=O)CSc1nc(N)c(-c2ccccc2)c(=O)[nH]1
  5% | 0% | -12% | 7% | 6% | -5% | 0% | 11% | 2% | -10%
- Cc1ccc(-c2cn(S(=O)(=O)c3cccc4nsnc34)nc2N)cc1
  · | · | -17% | 4% | 3% | · | -47% | · | 3% | ?
- CCOCCCNC(=O)c1cc(Cl)c(NC(=O)C2=C(C)OCCS2)cc1OC
  -8% | 4% | 11% | ? | 6% | 2% | 6% | 0% | -2% | -2%
- Cc1ccc2c(c1)C1CC(C)(O2)N(c2cccc(C(=O)NCc3ccccn3)c2)C(=O)N1 (stereo not drawn)
  -16% | -1% | 11% | 0% | -7% | -2% | -29% | -2% | -1% | 0%
- COc1ccc(C2NC(Cc3ccccc3)(C(=O)O)C3C(=O)N(c4ccccc4OC)C(=O)C23)cc1 (stereo not drawn)
  1% | 7% | -11% | 8% | -1% | 1% | -2% | 0% | 3% | -6%
- Cc1ccc(S(=O)(=O)CCC(=O)Nc2cccc(S(=O)(=O)N3CCCCCC3)c2)cc1
  -5% | 8% | · | 1% | · | -4% | -42% | -10% | -8% | ·
- CSc1ccc(Cn2nnc(C(=O)Nc3ccc(C)c(C)c3)c2N)cc1
  ? | 7% | 24% | 4% | 0% | 20% | 0% | ? | -8% | 0%
- Cc1cccc(C(C(=O)NC2CCCCC2)N(Cc2cccnc2)C(=O)c2csnn2)c1 (stereo not drawn)
  -1% | 2% | -8% | 2% | 0% | 27% | 0% | -2% | -2% | -9%
- COc1ccc(OC)c(C(=O)CN2C(=O)NC(C)(c3ccccc3)C2=O)c1 (stereo not drawn)
  1% | -2% | 0% | 0% | -6% | -4% | -33% | 1% | -2% | 16%
- CCOc1ccc2[nH]c(=O)c(CN(CCO)Cc3nnnn3CCc3ccccc3)cc2c1
  -1% | -1% | -7% | -1% | -7% | -2% | -1% | 1% | · | ?
- O=C(CCCn1cnc([N+](=O)[O-])n1)Nc1ccc(Cl)cc1Cl
  7% | -11% | -27% | -3% | ? | 2% | 3% | 4% | -3% | ?
- CC(=O)n1c(C=Nc2ccccc2)c(O)c2ccccc21
  5% | 5% | 5% | 17µM* | 8% | 7% | -42% | ? | -2% | 14%
- CCOC(=O)NC1(NCc2ccccc2)Oc2ccccc2O1
  5% | ? | ? | 3% | 4% | -4% | 1% | -5% | -30% | 4%
- COc1ccccc1NC(=S)N1CCc2cc(OC)c(OC)cc2C1
  0% | -7% | -10% | 0% | ? | 1% | -14% | -3% | 5% | -4%
- COc1cc(/C=N/NC(=O)c2cc(C)oc2C)cc(OC)c1OC
  0% | -2% | ? | ? | 1% | -4% | -2% | 1% | -14% | 10%
- CCOc1ncccc1C(=O)OCC(=O)c1ccccc1Br
  4% | 2% | 23% | 13µM* | -7% | 1% | -1% | 0% | -3% | -2%
- CCN(CC)CCNC(=O)CCn1nc(-c2ccc(Cl)cc2)ccc1=O
  -1% | -3% | 13% | 0% | -6% | -5% | 4% | 3% | -1% | 14%
- C=CCc1cccc2cc(C(=O)N3CCN(C(=O)OCC)CC3)c(=O)oc12
  1% | -9% | -21% | 1% | 5% | 1% | 1% | 6% | 1% | 5%
- C#CCOCCOCCOCCNc1nc(N2CCN(C(=O)CCCCCCCCCCNC(=O)Cn3cc(C[C@@H](C)O)nn3)CC2)nc(N2CCN(C(=O)CCCCCCCCCCNC(=O)[C@H](CCCN=C(N)N)n3cc(C[C@@H](C)CC)nn3)CC2)n1
  2% | -17% | · | ? | · | 0% | -39% | -1% | ? | ·
- Cc1ccc(S(=O)(=O)NCCCCCC(=O)NC(C)(C)CO)cc1
  1% | 0% | -11% | 7% | -3% | -6% | -9% | 0% | -1% | -2%
- O=C(NCCc1ccccc1)C1CC(=O)N(C2CCCCCC2)C1 (stereo not drawn)
  1% | -2% | 16% | -1% | 26% | -2% | -6% | -9% | 3% | 11%
- Cc1ccc(C(=O)CCC(=O)Nc2ncccc2O)cc1
  18% | ? | · | ? | · | 10% | 26% | 17% | -10% | ·
- Cc1nc(NCCCn2ccnc2)c2oc3ccccc3c2n1
  -1% | -1% | -13% | -18% | -11% | 12% | 14% | 6% | -1% | -17%
- O=C(NCc1nc2ccccc2[nH]1)c1ccc(S(=O)(=O)N2CCOCC2)cc1
  -5% | -1% | 5% | 3% | -18% | -5% | 13% | 1% | 4% | 0%
- CC(=O)NC(CC(=O)NC(C)c1ccc(Cl)cc1Cl)c1ccccc1 (stereo not drawn)
  -4% | -3% | 29% | 0% | 1% | -2% | ? | 2% | 1% | -1%
- CCOc1ccc(CN(C)C(=O)c2ccc(NS(=O)(=O)c3ccc4[nH]c(=O)[nH]c4c3)cc2)cc1
  -1% | 2% | · | 4% | · | -4% | 4% | -1% | -14% | ·
- O=C1CC(C(=O)N(c2ccccc2)C(C(=O)NC2CCCC2)c2ccncc2)CS1 (stereo not drawn)
  0% | -1% | 14% | -2% | -1% | 1% | 0% | -6% | -19% | -19%
- Cn1c(=O)n(C)c2cc(/C=N/NC(=O)c3cccc(Br)c3)ccc21
  12% | -8% | -10% | -1% | 4% | -2% | -17% | 3% | 0% | 17%
- COCCCNC(=O)Cn1nnc(-c2ccc(NC(=O)c3ccccc3F)cc2)n1
  14% | 30% | 15% | 13µM* | -3% | 26% | 77% | 27% | 2% | -1%
- COc1ccc(N(CC(=O)Nc2cccc(SC)c2)S(C)(=O)=O)cc1
  5% | 7% | 43% | ? | ? | -2% | 89% | 17% | 3% | -10%
- NC(=O)C1(NC(=O)[C@@H]2CC3(CC(c4cccc(NC(=O)c5cc([N+](=O)[O-])cc([N+](=O)[O-])c5)c4)=NO3)CN2C(=O)c2ccccc2)CC1 (stereo partly drawn)
  2% | 2% | -11% | -14% | -3% | -4% | -9% | -4% | 14% | ?
- Cc1nc(-c2ccc(NC(=O)C(C)(C)C)cc2)c(-c2ccccc2)o1
  -4% | -3% | -14% | -8% | 4% | 0% | 1% | 0% | 7% | 9%
